# p53 reactivator: restores transcriptional activity of mutant p53. H1299 p53-A138V BP100-luciferase reporter, luminescence, 24 h. Potency, µM (series often up to 92.2 µM), for inactives: at the highest dose activity change, positive = activation, actives largely listed as activators. 320,000 compounds, 0.063% hits; note: potency is the fitted concentration of half-maximal effect; % of control where 0% means no effect; nearly all actives have a fitted effect of over 45% in size
#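 H1299 (p53-null), stable ts p53-A138V + BP100-Luc; 1000 cells/well, Opti-MEM/10% FBS; cpd 4 pt, 1:5; 24 h, 37 deg C, 5% CO2; detection reagent 10 min RT; luminescence.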
# ELG1 repair inh: inhibitors of ELG1-dependent DNA repair in HEK293T cells; HEK293T ELG1-luciferase reporter, luminescence, 16 h; DNA damage induced by 5-fluorouridine; Potency, µM (titrated, usually from 46.1 µM), for inactives: at the top dose activity change, negative = inhibition, hits mostly inhibitors; 330,000 compounds, 2.3% hits; AID 504467; note: potency is the fitted concentration of half-maximal effect; % is set by controls: 0 for no effect and ±100 for the full control effect; nearly all actives have a fitted effect of over 55% in size
#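 DMSO vehicle served as the neutral condition. Each well held 2,000 cells given 5-fluorouridine plus compound; after 16 hr at 37 °C/5% CO2, ONE-Glo was added and luciferase measured 30 min later.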
# NPC1 promoter act: NPC1 promoter activation; Huh7 NPC1 promoter luciferase reporter, 24 h; 320,000 compounds, 2.4% hits; Potency, µM (series often up to 9.22 µM), for the others: top-dose activation, actives largely listed as activators;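 note: potency is the fitted concentration of half-maximal effect; % of control where 0% means no effect; nearly all actives have a fitted effect of over 60% in size; reporter is driven by a mutant NPC1 promoter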
#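 Luminescence read-out of NPC1 promoter-driven luciferase in stably transfected Huh7 cells; compounds delivered in DMSO and left 24 h at 37C, 5% CO2, qHTS titration format.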
# BRCA1 expr up: increases BRCA1 expression. MCF7-BRCA1-FFLuc reporter, luminescence, 48 h; response scale: scaled: vehicle 0%, 10 µM genistein 100%. 380,000 compounds, 1.1% hits. Potency, µM (top dose mostly 46.1 µM), inactives show at the top dose activation, most hits filed as activators. AID 624202; note: potency is the fitted concentration of half-maximal effect; nearly all actives have a fitted effect of over 80% in size; some results filed as inactive show a strong effect at the top dose
#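 Activators of BRCA1 expression were detected as increased firefly luciferase luminescence in engineered MCF7 cells after 48 h compound incubation. Signals were scaled to genistein 10 microM as full activation.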
# FLuc counter: firefly luciferase modulation, counter-screen for miR-21 project; P08659; purified FLuc, Km substrates, luminescence inhibition; Potency, µM (series often up to 57.5 µM), for the others: at the top dose activity change, negative = inhibition, most hits filed as inhibitors; 360,000 compounds, 6.9% hits;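 note: potency is the fitted concentration of half-maximal effect; plate controls were vehicle for no effect and reference inhibitor for full effect; nearly all actives have a fitted effect of over 55% in size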
#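 Purified P. pyralis luciferase, 10 nM final, with Km-level 10 uM D-luciferin and 10 uM ATP in 50 mM Tris acetate pH 7.5, 10 mM Mg acetate, 0.01% Tween-20, 0.05% BSA; 6-point qHTS titration about 60 µM downward; luminescence read.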
# TRPV1 agonist: human TRPV1 agonism; TRPV1-expressing cells, Fluo-8 calcium influx, agonist mode; 320,000 compounds, 0.19% hits; Q8NER1; activation, % at 8.33 µM; in the data active = activation above about 80%; inconclusive = between about 30% and that limit; note: 0% is about no effect
# Target sequence (Q8NER1 whole entry, looked up): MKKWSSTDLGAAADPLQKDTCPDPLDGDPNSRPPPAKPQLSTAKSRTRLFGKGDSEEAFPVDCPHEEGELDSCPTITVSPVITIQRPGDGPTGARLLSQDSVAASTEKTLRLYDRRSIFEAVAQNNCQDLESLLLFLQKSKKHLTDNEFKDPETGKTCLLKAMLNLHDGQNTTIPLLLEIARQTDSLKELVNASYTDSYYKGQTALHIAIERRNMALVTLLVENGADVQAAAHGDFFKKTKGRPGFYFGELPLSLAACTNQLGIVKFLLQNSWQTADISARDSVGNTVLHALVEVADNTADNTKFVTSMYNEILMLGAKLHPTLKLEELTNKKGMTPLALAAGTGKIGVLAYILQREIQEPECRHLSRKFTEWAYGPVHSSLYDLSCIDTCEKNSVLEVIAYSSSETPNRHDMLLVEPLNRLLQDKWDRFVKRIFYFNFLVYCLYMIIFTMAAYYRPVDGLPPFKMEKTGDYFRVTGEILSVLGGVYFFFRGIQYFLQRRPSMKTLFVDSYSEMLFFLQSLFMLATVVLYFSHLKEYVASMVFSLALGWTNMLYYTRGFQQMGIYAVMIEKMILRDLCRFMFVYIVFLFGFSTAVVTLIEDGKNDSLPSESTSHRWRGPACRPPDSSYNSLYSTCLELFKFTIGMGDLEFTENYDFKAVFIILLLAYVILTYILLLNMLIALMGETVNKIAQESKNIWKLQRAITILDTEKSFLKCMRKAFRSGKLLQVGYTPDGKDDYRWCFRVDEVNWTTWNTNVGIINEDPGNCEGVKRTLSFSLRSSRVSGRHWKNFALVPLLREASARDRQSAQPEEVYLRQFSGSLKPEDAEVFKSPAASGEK
#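 Fluo-8 calcium influx in TRPV1-expressing cells, kinetic read (ex 480/em 520 nm). Compound added and read 3 min for agonist activity, followed by capsaicin at EC20 final and 2 min further read for enhancement.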
# VP16 counter: Gal4-VP16 reporter inhibition counter-screen; Drosophila S2 Gal4-VP16 UAS-luciferase, luminescence, 20 h; Potency, µM (highest dose often 53.6 µM), for inactives: at the top dose activity, negative = inhibition, most hits filed as inhibitors; 310,000 compounds, 3.5% hits; AID 2546;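 note: Gal4-VP16 expression switched on by copper sulfate through the metallothionein promoter; potency is the fitted concentration of half-maximal effect; % is set by controls: 0 for no effect and ±100 for the full control effect; nearly all actives have a fitted effect of over 50% in size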
# Rab9 prom act: activators of Rab9 promoter. Huh7 Rab9 promoter-luciferase reporter, luminescence, 24 h. Potency, µM (doses to about 9.22 µM), inactives show at the highest dose activation, negative = inhibition, most hits filed as activators. 320,000 compounds, 2.8% hits; note: potency is the fitted concentration of half-maximal effect; % of control where 0% means no effect; nearly all actives have a fitted effect of over 60% in size
#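 Quantitative HTS format; Huh7 Rab9-luciferase reporter cells (1500/well) receive compound 2 h post-plating, incubate 24 h at 37 °C, then get luciferase reagent for 10 min before luminescence reading.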
# RORgamma inh: inhibitors of mouse ROR gamma transcriptional activity | 310,000 compounds, 5.4% hits | Potency, µM (titrated, usually from 53.6 µM), inactives show top-dose activity change, negative = inhibition, most hits filed as inhibitors | P51450 | Drosophila S2 Gal4-RORgamma UAS-luciferase reporter, 20 h; note: potency is the fitted concentration of half-maximal effect; % is set by controls: 0 for no effect and ±100 for the full control effect; nearly all actives have a fitted effect of over 60% in size
#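 Drosophila Schneider cells stably carrying a metallothionein-driven Gal4 DBD–ROR gamma fusion and a UAS-Photinus luciferase reporter were exposed to compound for 1 hr, then induced with copper sulfate (700 uM final) for 20 hr at ambient temperature before luminescence reading.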
# Tb PFK inh: inhibitors of T. brucei phosphofructokinase. AID 485367. O15648. 330,000 compounds, 0.17% hits. T. brucei PFK, ADP-Glo luminescence. Potency, µM (top dose mostly 57.5 µM), without a hit: top-dose activity, negative = inhibition, actives largely listed as inhibitors;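 note: potency is the fitted concentration of half-maximal effect; 0% = uninhibited 1x PFK enzyme wells and -100% = no-enzyme wells; nearly all actives have a fitted effect of over 60% in size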
#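 Activity is normalized to no-enzyme wells (full inhibition) and 1.25 nM enzyme wells (no inhibition). Reaction: 0.5 mM F6P, 0.1 mM ATP, 45 min RT, ADP-Glo luminescence; concentration-response curves fitted and classed by quality.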
# ELG1 genotoxic: inducers of genotoxicity in HEK293T ELG1-luciferase cells; HEK293T ELG1-luciferase reporter, luminescence, 16 h; Potency, µM (doses to about 46 µM), for the others: at the highest dose activity change, positive = activation, actives largely listed as activators; 330,000 compounds, 1.3% hits; AID 504466; note: potency is the fitted concentration of half-maximal effect; % of control where 0% means no effect; nearly all actives have a fitted effect of over 60% in size
#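 Genotoxic stress is detected as increased luminescence from luciferase-tagged ELG1 in HEK293T cells, measured with ONE-Glo after a 16 hr treatment at 37 °C.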
# * marks the source's active call; other numbers are inactive results; u = inconclusive; x = not tested or not shown; [ ] = another dose, or the depositor's remark. Unless noted, calls come from the whole dose curve; as a rule, active = well fitted curve in the direction sought with a large enough effect; inconclusive = small, poorly fitted or top-dose-only effect, or another doubt; inactive = no such curve, though single readings can be large; an effect the other way counts as inactive or inconclusive.
cpd	Compound	p53 reactivator	ELG1 repair inh	NPC1 promoter act	BRCA1 expr up	FLuc counter	TRPV1 agonist
1	CC(C)c1ccccc1NC(=O)COC(=O)c1cc(=O)[nH]c(=O)[nH]1	4%	u	-4%	2%	-1%	3
2	COc1ccc2[nH]c(C(=O)NCCN3CCOCC3)cc2c1	1%	-9%	-5%	-22%	u	x
3	Cc1ccc(NC(=O)c2ccc(COc3ccc4c(c3)CCC4)cc2)c(C)c1	17%	u	1%	-18%	4%	-2
4	COCc1cc(C)nc(N/N=C/c2ccc(-c3ccc(Cl)cc3[N+](=O)[O-])o2)c1C#N	-1%	-8%	0%	6%	-10%	2
5	O=C(NNC(=O)C1CC1)c1cc2cc3ccccc3nc2s1	0%	6%	13%	53%	u	-1
6	O=C(NCC(c1ccco1)N1CCOCC1)c1ccc(Cl)cc1 (centres undefined)	-5%	-9%	-2%	-3%	1%	3
7	COc1ccccc1S(=O)(=O)Nc1cc(C)nn1-c1ccc(C)cc1	-1%	-21%	1%	9%	-1%	2
8	N#Cc1c(SCC(=O)N2CCCCC2)nsc1SCC(=O)N1CCCCC1	3%	-15%	-2%	-13%	-4%	5
9	COc1ccccc1NC(=O)CSc1n[nH]c(-c2cccnc2)n1	-3%	0%	1%	2%	-1%	-8
10	CN(C)C(CNC(=O)c1ccc2nc[nH]c2c1)c1ccccc1 (centres undefined)	2%	u	-2%	-32%	-6%	1

cpd	VP16 counter	Rab9 prom act	RORgamma inh	Tb PFK inh	ELG1 genotoxic
1	4%	-2%	-10%	1%	2%
2	6%	0%	17%	5%	2%
3	8.9µM*	3%	2.2µM*	7%	12%
4	13%	4µM*	u	-9%	-1%
5	-18%[10 µM]	-4%	-1%	14%	-7%
6	x	0%	x	0%	2%
7	2%	8%	6%	-15%	1%
8	4%	2%	-12%	4%	-4%
9	-7%	30%	13%	2%	3%
10	-4%	2%	22%	2%	5%

# (further entries)
cpd	Compound	p53 reactivator	ELG1 repair inh	NPC1 promoter act	BRCA1 expr up	FLuc counter	TRPV1 agonist
11	CCN(CC(=O)NC(C)(C)C)C(=O)CCl	-36%[inhibitor]	15%	1%	-21%	1%	3
12	CCOc1ccc(CCNC(=O)C2CCCN(c3nn4c(=O)cc(C)nc4s3)C2)cc1OCC (centres undefined)	-2%	u	-3%	-9%	7%	1
13	CCOP(=O)(OCC)C(NC(=O)Nc1ccc(Cl)c(Cl)c1)c1ccccc1 (centres undefined)	-1%	-23%	1%	-55%	-2%	3
14	CN(CC(=O)N1CCN(c2ncccn2)CC1)S(=O)(=O)c1ccc(Cl)cc1	-1%	u	0%	-3%	-4%	8
15	N#Cc1nc(-c2ccco2)oc1NCc1ccc(F)cc1	2%	1%	0%	1%	0%	18
16	O=C(NCCc1ccccc1)C(c1ccccc1F)N(C(=O)c1csnn1)C1CC1 (centres undefined)	-4%	-2%	3%	-16%	7%	1
17	CSc1ccccc1C(=O)NCc1ccc(F)cc1	-2%	6%	-2%	14%	1%	1
18	Cc1cccc(NC(=O)/C(=C\c2ccc([N+](=O)[O-])o2)NC(=O)c2ccc(Cl)cc2)c1	-3%	-3%	-1%	7%	5%	1
19	O=C(O)c1ccc(/C=C2\CCCc3c2nc2ccccc2c3C(=O)O)cc1	-2%	6%	-41%[inhibitor]	-18%	2%	-2
20	CC(=O)N1N=C(c2ccccc2)CC1c1cn(Cc2ccccc2)c2ccccc12 (centres undefined)	6%	u	-2%	-90%[inhibitor]	-15%	u

cpd	VP16 counter	Rab9 prom act	RORgamma inh	Tb PFK inh	ELG1 genotoxic
11	-2%	-6%	-10%	-13%	-2%
12	2%	-2%	u	-4%	-5%
13	-5%	-7%	11%	-2%	-8%
14	7%	-5%	35%	-1%	-5%
15	13%	-4%	19%	-2%	5%
16	6%	-1%	14%	2%	-7%
17	-10%	-3%	19%	-1%	2%
18	0%	-2%	30%	u	2%
19	-7%	0%	-6%	2%	-2%
20	u	-3%	u	0%	-7%

# Additional structures.
cpd	Compound	p53 reactivator	ELG1 repair inh	NPC1 promoter act	BRCA1 expr up	FLuc counter	TRPV1 agonist
21	Nn1c(SCc2cn3cc(Cl)ccc3n2)nnc1-c1ccncc1	-1%	-1%	2%	-7%	1%	-2
22	Cc1ccc(NC(=O)C(=O)NCc2ccncc2)cc1	1%	-3%	-5%	3%	-8%	u
23	Cc1ccc(CNC(=O)C2CCN(c3nnc(N4CCCC4=O)s3)CC2)cc1	x	-1%	-6%	-11%	1%	-1
24	CCSc1nnc2ccc(-c3ccc(C)cc3)nn12	30%	u	18%	8%	u	2
25	CCn1nnc(NC(=O)c2ccc([N+](=O)[O-])o2)n1	-13%	u	2%	-42%	7%	1
26	CC(C)(C)NC(=O)CCSc1nnc(-c2ccco2)o1	6%	u	8%	41%	-7%	-5
27	CCS(=O)(=O)c1ccc(O)c(NC(=O)Nc2ccccc2OC)c1	-1%	23%	0%	-2%	u	-4
28	Cn1c(SCc2ccccc2)nnc1C1CCCNC1 (centres undefined)	-5%	-4%	2%	0%	3%	1
29	CC(SCc1ccccc1)C(=O)Nc1ccccc1 (centres undefined)	-5%	1%	2%	-2%	3%	23
30	CCOC(=O)CC1(NC(=O)C2CCC(=O)N(Cc3ccccc3F)C2)CCCCC1 (centres undefined)	12%	29%	5%	4%	-5%	7

cpd	VP16 counter	Rab9 prom act	RORgamma inh	Tb PFK inh	ELG1 genotoxic
21	-6%	2%	-1%	-25%	-3%
22	-23%	-1%	20%	-15%	-14%
23	-4%	1%	5%	-2%	2%
24	-28%	16%	u	2%	14%
25	u	-4%	-21%	0%	-13%
26	-16%	16%	-7%	-4%	6%
27	2%	0%	43%	-13%	3%
28	-2%	0%	26%	0%	-5%
29	-1%	5%	3%	2%	-9%
30	-4%	0%	12%	-2%	1%

# The results go on:
cpd	Compound	p53 reactivator	ELG1 repair inh	NPC1 promoter act	BRCA1 expr up	FLuc counter	TRPV1 agonist
31	CC(C)[C@H](N)C(=O)NC[C@H](CC(=O)NC[C@H]1CC[C@H](C(=O)O)CC1)c1ccc(Cl)cc1	6%	10%	-2%	5%	-1%	6
32	Cc1cc(C)cc(NC(=O)CSc2nnc(CNC(=O)c3ccco3)o2)c1	-1%	4%	-5%	-3%	x	1
33	CCn1cc(CNC(=O)c2cccc([N+](=O)[O-])c2)c(C)n1	-9%	-2%	-2%	-5%	1%	0
34	CCCn1c(SCC(=O)Nc2cccc(NC(C)=O)c2)nnc1C(C)C	-10%	-2%	-6%	-17%	1%	0
35	S=C(Nc1ccc(Cl)cc1Cl)N1CCCC1	u	u	u	98%	u	-3
36	COc1cccc(CC(=O)n2nc(N)c3cc4ccc(OC)cc4nc32)c1	6%	9.2µM*	-1%	-30%	2%	0
37	CC(=O)Nc1c(Cl)n(C(C)=O)c2ccccc12	13%	12%	0%	-42%	-7%	2
38	Cc1ccc(C)c(NC(=O)COC(=O)CSc2ccccc2)c1	-5%	-1%	0%	-9%	7%	19
39	CCN(Cc1ccc(OC)c(COC)c1)CC1CCCN(CCc2cccc(F)c2)C1 (centres undefined)	4%	0%	-2%	-43%	-5%	-6

cpd	VP16 counter	Rab9 prom act	RORgamma inh	Tb PFK inh	ELG1 genotoxic
31	2%	-1%	26%	1%	2%
32	3%	-2%	-11%	-4%	8%
33	-2%	-6%	-3%	0%	0%
34	-10%	-3%	4%	1%	-2%
35	-3%	u	u	-20%	u
36	u	4%	28%	0%	-3%
37	10%	15%	-11%	-8%	-5%
38	x	1%	x	-1%	-4%
39	-3%	-8%	2%	3%	-8%

# Five structures out of the list, ordered by formula weight, low to high.
cpd	Compound	p53 reactivator	ELG1 repair inh	NPC1 promoter act	BRCA1 expr up	FLuc counter	TRPV1 agonist
24	CCSc1nnc2ccc(-c3ccc(C)cc3)nn12	30%	u	18%	8%	u	2
29	CC(SCc1ccccc1)C(=O)Nc1ccccc1 (centres undefined)	-5%	1%	2%	-2%	3%	23
17	CSc1ccccc1C(=O)NCc1ccc(F)cc1	-2%	6%	-2%	14%	1%	1
19	O=C(O)c1ccc(/C=C2\CCCc3c2nc2ccccc2c3C(=O)O)cc1	-2%	6%	-41%[inhibitor]	-18%	2%	-2
13	CCOP(=O)(OCC)C(NC(=O)Nc1ccc(Cl)c(Cl)c1)c1ccccc1 (centres undefined)	-1%	-23%	1%	-55%	-2%	3

cpd	VP16 counter	Rab9 prom act	RORgamma inh	Tb PFK inh	ELG1 genotoxic
24	-28%	16%	u	2%	14%
29	-1%	5%	3%	2%	-9%
17	-10%	-3%	19%	-1%	2%
19	-7%	0%	-6%	2%	-2%
13	-5%	-7%	11%	-2%	-8%
